CHRM5 agonist – human M5 muscarinic receptor agonists, primary screen, CHO-K1 cells, Fluo-8 calcium fluorescence. 360,000 tested, 0.19% active. activation, % at 3 µM. CHO-K1 hM5 cells; 0% DMSO wells, 100% maximal acetylcholine response;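 active = activation above the run's mean over test compounds plus 3 SD, cut at about 23% in these data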;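 note: signal is peak over basal fluorescence ratio across the kinetic read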
Target sequence (P08912 whole entry, looked up): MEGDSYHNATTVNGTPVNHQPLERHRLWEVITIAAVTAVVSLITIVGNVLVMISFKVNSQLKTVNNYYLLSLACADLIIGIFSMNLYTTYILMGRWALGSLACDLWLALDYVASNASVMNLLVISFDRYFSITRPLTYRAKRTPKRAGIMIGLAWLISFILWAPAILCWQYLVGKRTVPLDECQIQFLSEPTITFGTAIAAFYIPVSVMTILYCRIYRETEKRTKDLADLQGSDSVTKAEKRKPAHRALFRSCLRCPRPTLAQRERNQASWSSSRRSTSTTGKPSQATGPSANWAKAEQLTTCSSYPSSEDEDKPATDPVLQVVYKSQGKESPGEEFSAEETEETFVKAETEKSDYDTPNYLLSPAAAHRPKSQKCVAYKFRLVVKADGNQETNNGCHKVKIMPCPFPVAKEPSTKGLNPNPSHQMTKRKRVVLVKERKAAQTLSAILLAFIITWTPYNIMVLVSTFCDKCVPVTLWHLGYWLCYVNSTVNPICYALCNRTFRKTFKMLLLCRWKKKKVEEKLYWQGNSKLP
CHRM5 PAM – human M5 muscarinic receptor positive allosteric modulators, primary screen, CHO-K1 cells, Fluo-8 calcium fluorescence | CHO-K1 hM5, ACh EC20 PAM; 0% = ACh EC20, 100% = ACh EC100 | AID 624038, 2012 | 360,000 tested, 0.3% active | Muscarinic acetylcholine receptor M5 (Homo sapiens), P08912 | activation, % at 3 µM;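 active = activation above the run cutoff, the mean activation of all test compounds plus 3 SD, cut at about 18% in these data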
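System – CHO-K1 hM5 cells · Compound – 3 µM, single dose · Incubation – compound preincubation 140 s before EC20 acetylcholine addition · Technique – Fluo-8 calcium fluorescence · Measure – Max/basal fluorescence ratio as % of EC20–EC100 ACh window · Benchmarks – low control EC20 acetylcholine (0%), high control EC100 acetylcholine (100%) · Replication – singlicate, one well per test compound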
M1 ag – human M1 muscarinic receptor agonists, primary screen, Fluo-8 calcium fluorescence, CHO-K1 cells, HTS; CHO-K1 hM1, agonist mode; 0% DMSO, 100% acetylcholine EC100; 360,000 tested, 0.33% active; Muscarinic acetylcholine receptor M1 (Homo sapiens), P11229; activation, % at 3 µM;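 active = activation above the run's mean compound activation plus 3 SD, cut at about 16% in these data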;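 note: peak over basal fluorescence ratio within a 140 s kinetic read after compound addition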
Target sequence (P11229 whole entry, looked up): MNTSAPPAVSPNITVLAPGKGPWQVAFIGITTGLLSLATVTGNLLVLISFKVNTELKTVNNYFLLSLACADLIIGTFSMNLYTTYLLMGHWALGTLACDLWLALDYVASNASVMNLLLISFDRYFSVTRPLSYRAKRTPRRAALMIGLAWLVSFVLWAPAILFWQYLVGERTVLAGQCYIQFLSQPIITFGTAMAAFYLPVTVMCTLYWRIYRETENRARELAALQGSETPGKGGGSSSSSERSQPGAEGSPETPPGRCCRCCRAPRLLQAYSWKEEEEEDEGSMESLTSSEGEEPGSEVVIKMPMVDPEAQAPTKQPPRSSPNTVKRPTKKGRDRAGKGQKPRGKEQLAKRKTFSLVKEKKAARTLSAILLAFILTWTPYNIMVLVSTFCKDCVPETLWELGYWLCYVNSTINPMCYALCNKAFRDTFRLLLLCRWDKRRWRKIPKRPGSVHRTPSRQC
TAAR1 ag – human TAAR1 agonists, primary screen, Fluo-8 calcium fluorescence, CHO RD-HGA16 cells; vehicle wells 0%, saturating PEA agonist 100%; activation, % at 3 µM; 360,000 tested, 0.99% active;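 active = activation above the mean activation of all test compounds in the run plus 3 SD, cut at about 38% in these data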
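System: CHO-derived RD-HGA16 cells with stable Gα16 and human TAAR1 / Times: 17-24 h plating, Fluo-8 75 min 37 °C, 30 min RT / Technique: calcium-sensitive Fluo-8 signal, excitation 470-495, emission 515-575 nm / Measure: % activation relative to PEA EC100 response / Benchmarks: DMSO and PEA EC100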
M1 antag – human M1 muscarinic receptor antagonists, primary screen, CHO-K1 cells, Fluo-8 calcium fluorescence, 1536-well | Muscarinic acetylcholine receptor M1 (Homo sapiens), P11229 | CHO-K1 hM1, ACh EC80 antagonist | inhibition, % at 3 µM | 360,000 tested, 1.3% active;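 active = percent inhibition above its own plate's cutoff, namely the mean of that plate's compound wells plus 3 SD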;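 note: peak over basal fluorescence ratio during 140 s after agonist addition; 0% = ACh EC80 plus DMSO and 100% = DMSO alone without agonist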
CHRM5 antagonist – human M5 muscarinic receptor antagonists, primary screen, CHO cells, Fluo-8 calcium fluorescence; CHO-hM5 cells, ACh EC80; inhibition, % at 3 µM; Muscarinic acetylcholine receptor M5 (Homo sapiens), P08912; 360,000 tested, 0.59% active;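 active = inhibition above a per-plate cutoff, the mean of that plate's test compounds plus 3 SD, cut at about 27% in these data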;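 note: 0% = acetylcholine EC80 with DMSO and 100% = DMSO without agonist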
CHRM4 agonist – human M4 muscarinic receptor agonists, primary screen, CHO-K1 cells, Fluo-8 calcium fluorescence; activation, % at 3 µM; CHO-K1 hM4/Gqi5; vehicle 0%, full acetylcholine response 100%; AID 624127, 2012; 360,000 tested, 0.14% active;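 active = activation above the run mean over all test wells plus 3 SD, cut at about 32% in these data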;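 note: peak over basal fluorescence ratio per well then scaled between controls; 0% = DMSO wells and 100% = acetylcholine at EC100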
M4 antag – human M4 muscarinic receptor antagonists, primary screen, CHO cells, Fluo-8 calcium fluorescence. inhibition, % at 3 µM. Muscarinic acetylcholine receptor M4 (Homo sapiens), P08173. 360,000 tested, 0.73% active. CHO-hM4 cells, ACh EC80. AID 624125, 2012;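 active = inhibition above its plate's cutoff, the mean inhibition of sample wells plus 3 SD, cut at about 27% in these data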;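 note: 0% = acetylcholine EC80 with DMSO and 100% = DMSO without agonist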
CHRM1 PAM – human M1 muscarinic receptor positive allosteric modulators, primary screen, CHO-K1 cells, Fluo-8 calcium fluorescence, 1536-well; Muscarinic acetylcholine receptor M1 (Homo sapiens), P11229; CHO-K1 hM1, ACh EC20; 0% = ACh EC20, 100% = maximal ACh; activation, % at 3 µM; 360,000 tested, 0.088% active; AID 588819, 2011; in the data active = activation above about 19%, passing the limit was not always enough
Starred values were filed as active, the others as inactive; . = no result given. Some of the compounds tested, so the mix of outcomes need not match the whole.

CHRM5 agonist | CHRM5 PAM | M1 ag | TAAR1 ag | M1 antag | CHRM5 antagonist | CHRM4 agonist | M4 antag | CHRM1 PAM | molecule
18 | 6 | 15 | 27 | 0 | -3 | 8 | -3 | 8 | CCc1nc2ccccc2c(C(=O)OCC(=O)N(CC(C)C)c2c(N)n(Cc3ccccc3)c(=O)[nH]c2=O)c1C
3 | 5 | -3 | 0 | -11 | -1 | 0 | -11 | 7 | N#Cc1cc2c(=O)n3ccccc3nc2n(Cc2ccco2)c1=NC(=O)c1ccco1
-2 | -1 | -5 | 2 | -4 | 13 | 3 | -13 | -1 | COCCN(C(=O)CCC(=O)Nc1cc(C)on1)C(C(=O)NC1CCCC1)c1ccc(C(C)C)cc1 (stereo unspecified)
-6 | -1 | -6 | 7 | -6 | -1 | 0 | -8 | 3 | CCC1CCCCN1CCCNC(=O)C1CCN(S(=O)(=O)N2CCC3(CC2)OCCO3)CC1 (stereo unspecified)
-1 | -1 | -4 | 3 | 0 | 5 | 1 | 5 | 2 | COc1ccc(NC(=O)COC(=O)CNS(=O)(=O)c2ccc(F)c(F)c2F)cc1OC
-2 | 0 | -5 | 9 | -1 | 12 | 5 | -2 | 3 | C=CC[C@@H](CC(=O)N[C@H](CO)Cc1ccccc1)C(=O)N[C@@H](C)COC(=O)[C@@H](CC=C)CC(=O)OC(C)(C)C
0 | -5 | -7 | 1 | 0 | 19 | 2 | -10 | 6 | Cc1ccc(C(=O)NCC(=O)OC(C)C(=O)Nc2ccc(N(C)C)cc2)cc1C (stereo unspecified)
-2 | 0 | -2 | 1 | -12 | -5 | 1 | -22 | 1 | CC1(C(=O)NS(=O)(=O)c2ccc(Cl)cc2)CCN1C(=O)c1ccc(C2CCCCC2)cc1 (stereo unspecified)
-2 | -4 | -9 | 3 | 5 | -3 | 3 | -6 | -8 | Cc1ccccc1CNC(=O)c1ccc(Cl)c([N+](=O)[O-])c1
-1 | -4 | -8 | 1 | 18 | 6 | 1 | 4 | -11 | O=C(/C=C/c1ccco1)N1CCN(S(=O)(=O)c2cccc([N+](=O)[O-])c2)CC1
-2 | 0 | 0 | 0 | -5 | 8 | 0 | -4 | 9 | COC(CNC(=O)C(=O)NCC1CCCN1S(=O)(=O)c1cccs1)OC (stereo unspecified)
0 | 3 | -1 | 4 | -3 | -7 | 1 | 1 | 0 | Cc1sc2nc(N3CCOCC3)[nH]c(=O)c2c1-c1ccccc1
0 | -5 | -2 | 1 | -6 | 4 | 5 | -6 | 6 | O=C(COc1coc(CN2CCc3ccccc32)cc1=O)Nc1ccccc1
1 | -1 | -1 | 2 | -16 | 1 | 0 | 5 | 5 | Cc1cc(O)c(N=Nc2ccc(C(=O)O)cc2)cc1C
6 | -8 | 1 | . | 4 | -2 | 7 | 6 | -1 | NC(=S)n1[nH]c(-c2ccc([N+](=O)[O-])cc2)c(N=Nc2ccc(Cl)cc2)c1=O
0 | -3 | . | 3 | . | 7 | 10 | -8 | . | COCc1cn(CC(C)n2c(=O)c3ccccc3n2Cc2cc(C(C)C)no2)nn1 (stereo unspecified)
1 | 7 | -2 | 5 | 0 | -15 | 0 | -11 | 3 | Cc1cccc(-n2c(N)cc(=O)nc2SCC(=O)Nc2cc(C)on2)c1
-1 | 0 | -4 | 1 | -8 | 5 | 0 | 11 | 4 | COCCCNC(=O)CC(NS(=O)(=O)c1ccc(OC)cc1)c1ccc(OC)cc1 (stereo unspecified)
2 | 1 | -3 | 3 | -19 | 3 | 0 | 2 | 3 | CC(=O)Nc1ccc(NC(=O)CSc2nnc(C)c(=O)n2N)cc1
-1 | -3 | -4 | 7 | -7 | -4 | 0 | 26 | 6 | C=CCOc1ccccc1C1C2=C(CC(C)(C)CC2=O)Nc2c1c(=O)n(C)c(=O)n2C (stereo unspecified)

6 entries already listed, ordered by heavy-atom count, descending.
CHRM5 agonist | CHRM5 PAM | M1 ag | TAAR1 ag | M1 antag | CHRM5 antagonist | CHRM4 agonist | M4 antag | CHRM1 PAM | molecule
-2 | 0 | -5 | 9 | -1 | 12 | 5 | -2 | 3 | C=CC[C@@H](CC(=O)N[C@H](CO)Cc1ccccc1)C(=O)N[C@@H](C)COC(=O)[C@@H](CC=C)CC(=O)OC(C)(C)C
-1 | -1 | -4 | 3 | 0 | 5 | 1 | 5 | 2 | COc1ccc(NC(=O)COC(=O)CNS(=O)(=O)c2ccc(F)c(F)c2F)cc1OC
-1 | 0 | -4 | 1 | -8 | 5 | 0 | 11 | 4 | COCCCNC(=O)CC(NS(=O)(=O)c1ccc(OC)cc1)c1ccc(OC)cc1 (stereo unspecified)
0 | -5 | -2 | 1 | -6 | 4 | 5 | -6 | 6 | O=C(COc1coc(CN2CCc3ccccc32)cc1=O)Nc1ccccc1
-1 | -4 | -8 | 1 | 18 | 6 | 1 | 4 | -11 | O=C(/C=C/c1ccco1)N1CCN(S(=O)(=O)c2cccc([N+](=O)[O-])c2)CC1
1 | -1 | -1 | 2 | -16 | 1 | 0 | 5 | 5 | Cc1cc(O)c(N=Nc2ccc(C(=O)O)cc2)cc1C

Reprinted at random: three compounds from above
CHRM5 agonist | CHRM5 PAM | M1 ag | TAAR1 ag | M1 antag | CHRM5 antagonist | CHRM4 agonist | M4 antag | CHRM1 PAM | molecule
-1 | -1 | -4 | 3 | 0 | 5 | 1 | 5 | 2 | COc1ccc(NC(=O)COC(=O)CNS(=O)(=O)c2ccc(F)c(F)c2F)cc1OC
0 | 3 | -1 | 4 | -3 | -7 | 1 | 1 | 0 | Cc1sc2nc(N3CCOCC3)[nH]c(=O)c2c1-c1ccccc1
1 | -1 | -1 | 2 | -16 | 1 | 0 | 5 | 5 | Cc1cc(O)c(N=Nc2ccc(C(=O)O)cc2)cc1C

More entries follow.
CHRM5 agonist | CHRM5 PAM | M1 ag | TAAR1 ag | M1 antag | CHRM5 antagonist | CHRM4 agonist | M4 antag | CHRM1 PAM | molecule
-3 | -1 | -6 | 1 | -11 | 7 | 5 | -21 | 6 | Cc1nc2scc(-c3ccc(Cl)cc3)c2c(=O)n1N
-5 | 4 | -5 | 1 | -6 | -10 | 0 | 2 | 3 | Cc1cc(C)c(OCC(=O)Nc2nnc(C3CC3)s2)c(C)c1
1 | 5 | 7 | 1 | -30 | -5 | 1 | -8 | 18 | CC(C)C1C(=O)N(Cc2cn(CC3CCCCC3)nn2)CCS(=O)(=O)N1Cc1ccc(-c2ccc(F)cc2)cc1 (stereo unspecified)
4 | -13 | -7 | 33 | 3 | 4 | 13 | 13 | -9 | CC1(C)CSC(=NCc2ccccc2)N1C(=O)c1cccc([N+](=O)[O-])c1
-4 | 5 | -5 | 75* | -3 | -2 | 1 | 7 | -4 | CC1CCCN(CCC(=O)c2ccc(Br)cc2)C1 (stereo unspecified)
4 | -6 | -1 | 4 | -15 | 5 | 0 | -15 | 2 | COc1ccc(NS(=O)(=O)c2cc(NC(=O)CCNC(C)=O)ccc2N2CCOCC2)cc1
3 | -1 | -1 | 12 | -2 | 5 | -1 | 3 | 6 | CCOC(=O)c1c(O)c2ccccc2n(C)c1=O
-2 | -1 | 0 | 7 | -22 | -7 | 1 | -3 | -2 | CCCCOC(=O)CCc1n[nH]c(=O)[nH]c1=O
-14 | 0 | -3 | 3 | 5 | 5 | -1 | 5 | 1 | CC(C)(C)n1nnnc1C(c1cccs1)N(Cc1cccnc1)Cc1ccccc1Cl (stereo unspecified)
-7 | -1 | -9 | 4 | 15 | -8 | 2 | 20 | -18 | CCOC(=O)c1ccc(NC(=S)N(CCCN2CCCC2)Cc2ccco2)cc1
4 | 6 | -3 | 3 | -3 | 5 | 2 | 5 | 1 | O=C(Cn1nnc2ccccc21)Nc1ccccc1[N+](=O)[O-]
-2 | 0 | -3 | 0 | -10 | 18 | 2 | -3 | 6 | Nc1c(-c2ccccc2)c(CN2CCOCC2)nn1-c1cccc([N+](=O)[O-])c1
-2 | 0 | -9 | 4 | -8 | -8 | 1 | -9 | 9 | CC(C)N(Cc1cc2ccccc2[nH]c1=O)C(=O)c1ccco1
-2 | -3 | -7 | -1 | 2 | -1 | -2 | 0 | 1 | Nc1cccnc1Sc1cc(Cl)cc(Cl)c1
-1 | 1 | -4 | 4 | -2 | -1 | 0 | -7 | 5 | CC(=O)c1ccc(OCC(O)CN2CC(C)OC(C)C2)cc1 (stereo unspecified)
-4 | -2 | -5 | -1 | 2 | 2 | -2 | -5 | 2 | O=S(=O)(c1ccc(Cl)cc1)N1CCSC1c1ccco1 (stereo unspecified)
-2 | 0 | 0 | 17 | -2 | -9 | -3 | -7 | 7 | CC(C)Oc1ccc(Br)cc1/C=N\NC(N)=S
-6 | -27 | -1 | . | 2 | 11 | 7 | 2 | 1 | CCn1c(N2CCN(C(=O)C34CC5CC(CC(C5)C3)C4)CC2)nc2ccccc21
-1 | 1 | -2 | 5 | 29 | -5 | 0 | -11 | 3 | Cc1ccc(C)c(NC(=O)Cn2nc(-c3ccccc3)nc2-c2ccccc2)c1
3 | -3 | -2 | 16 | 14 | -2 | 2 | -11 | -9 | COc1ccc(CNS(=O)(=O)CCNCCc2ccccc2)cc1

Continued; the last two above are carried over.
CHRM5 agonist | CHRM5 PAM | M1 ag | TAAR1 ag | M1 antag | CHRM5 antagonist | CHRM4 agonist | M4 antag | CHRM1 PAM | molecule
-1 | 1 | -2 | 5 | 29 | -5 | 0 | -11 | 3 | Cc1ccc(C)c(NC(=O)Cn2nc(-c3ccccc3)nc2-c2ccccc2)c1
3 | -3 | -2 | 16 | 14 | -2 | 2 | -11 | -9 | COc1ccc(CNS(=O)(=O)CCNCCc2ccccc2)cc1
1 | 5 | 0 | 6 | -5 | 2 | -1 | -6 | 2 | CCOc1ccccc1N(CC(=O)NC1CCCCC1)C(=O)CNC(=O)c1ccco1
4 | -4 | -5 | 3 | 6 | -1 | 9 | 2 | -10 | CN(C)CC(=O)Nc1ccc2cn[nH]c2c1
-1 | 2 | -3 | 4 | -24 | 0 | 0 | 8 | 11 | O=C(/C=C/c1ccc(Cl)cc1)Nc1cc(S(=O)(=O)N2CCOCC2)ccc1N1CCOCC1
-2 | -3 | -2 | 6 | -18 | -3 | 1 | 1 | -1 | CCOC(=O)c1cnc(SC2CC(=O)N(c3ccccc3)C2=O)nc1N (stereo unspecified)
-2 | -1 | -3 | -4 | -10 | 4 | 0 | -5 | 7 | Cn1c(SCC(=O)NC2CCCC2)nnc1-c1ccco1
-3 | -4 | -4 | 2 | 9 | -2 | 1 | -16 | -6 | CC(C)OCCCn1c(=N)c(S(=O)(=O)c2ccccc2)cc2c(=O)n3ccccc3nc21
-8 | 5 | -5 | 7 | 2 | 1 | 6 | -1 | 4 | CC(C)NCCCOc1ccc(Cl)cc1Br
